Compound activity as filed in PubChem BioAssay.
SENP1 inh – blocks the human SENP1 SUMO protease catalytic domain. Q9P0U3. recombinant SENP1 catalytic domain, CyPet-SUMO1-YPet FRET cleavage. inhibition, % at 10 µM. 0.21% of 360,000 active. AID 624204;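 active means inhibition at least 30% at 10 µM, raw YFP signal under a set limit, fluorescence ratio 0.5 to 1.5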;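 further: 0% = enzyme with DMSO and 100% = no enzyme wells; some results filed as inactive read as strong as hits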
Target sequence (Q9P0U3 419-644 limits assumed): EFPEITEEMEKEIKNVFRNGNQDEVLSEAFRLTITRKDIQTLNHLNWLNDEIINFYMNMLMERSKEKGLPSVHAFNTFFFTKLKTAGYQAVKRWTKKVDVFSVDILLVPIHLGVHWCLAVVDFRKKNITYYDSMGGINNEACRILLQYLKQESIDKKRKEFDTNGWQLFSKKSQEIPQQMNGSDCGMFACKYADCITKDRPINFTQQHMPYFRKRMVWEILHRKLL
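Assay system – human recombinant His6-tagged SENP1 catalytic domain enzyme · Input – SENP1 enzyme, 20 pM final · Buffer or medium – Tris pH 8 buffer plus EDTA, NaCl, BME, BSA, NP40, catalase · Schedule – 50 min reaction at room temperature · Technique – FRET read of cyan and yellow fluorescence · Control set – no-enzyme wells low, DMSO-plus-enzyme wells high control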
Apaf-1 inh – inhibitors of human Apaf-1 apoptosome | O14727 | reconstituted apoptosome caspase-3 activity, DEVD-Rh110 fluorescence | 0.71% of 330,000 active | inhibition, % at 20 µM; active means inhibition of at least 40% at 20 µM;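 further: plate controls were DMSO wells for no effect and DEVD-CHO caspase inhibitor wells for full effect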
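detection = Rh110 fluorescence intensity | test system = biochemical Apaf-1 apoptosome reconstitution | also added = cytochrome c and DEVD-Rh110 substrate | schedule = 30 min plus 50 min, RT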
SENP8 block-1 – SENP8 protease inhibition; purified SENP8, Z-RLRGG-aminoluciferin cleavage, luminescence; 1.2% of 330,000 active; Q96LD8; inhibition, % at 10 µM; AID 2540; in the data active means inhibition above about 50%
Target sequence (Q96LD8 whole entry, looked up): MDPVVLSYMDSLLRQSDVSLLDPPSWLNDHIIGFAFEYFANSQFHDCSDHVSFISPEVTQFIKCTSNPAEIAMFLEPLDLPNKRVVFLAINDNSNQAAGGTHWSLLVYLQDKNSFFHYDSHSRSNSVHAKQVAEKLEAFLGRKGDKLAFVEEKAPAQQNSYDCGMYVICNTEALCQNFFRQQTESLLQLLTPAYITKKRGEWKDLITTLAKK
NLRP3 yeast inh – NALP3 inhibition in yeast; Yeast reconstituted NLRP3/ASC/caspase-1, beta-gal luminescence, 24 h; inhibition, % at 10 µM; 0.39% of 330,000 active; AID 2825;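 active means inhibition of 50% or more; inactive means inhibition below 50%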;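 further: plate controls were induced DMSO wells for no effect and uninduced yeast grown without galactose for full effect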
SENP8 block-2 – SENP8 (human) protease inhibition; Q96LD8; recombinant SENP8, Nedd8 substrate fluorescence; inhibition, % at 20 µM; 0.64% of 360,000 active; AID 602440; in the data active means inhibition mostly above about 40%, no sharp cut-off; inactive means mostly below about 27%
PfGluPho inh – PfG6PD (Plasmodium falciparum) enzyme inhibition. 0.78% of 350,000 active. inhibition, % at 20 µM. PfGluPho enzyme, NADPH resazurin-diaphorase fluorescence;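 active means inhibition reaching at least a set limit at 20 µM in the primary screen, cut at about 59% in these data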;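 further: 0% = DMSO wells with substrate and 100% = DMSO wells lacking glucose-6-phosphate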
HKDC1 inhibitor – HKDC1 (human) hexokinase inhibition | Q2TB90 | recombinant HKDC1, G6PDH/diaphorase resazurin coupled fluorescence | inhibition, % at 20 µM | 0.16% of 340,000 active | AID 493160;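 active means inhibition above about 35% when tested at 20 µM, limit read from the data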;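 further: plate controls were DMSO wells with enzyme for no effect and DMSO wells lacking enzyme for full effect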
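Test system: recombinant HKDC1 (HK5) hexokinase enzyme, produced in-house; Amount: enzyme 5 µg/mL final; Buffer or medium: Tris pH 8.0 buffer with MgCl2, Tween-20, BSA, BME; Reagent: glucose and ATP substrates; Doses: 20 µM test compound, 1% DMSO; Incubation: 90 min reaction incubation at room temperature, dark; Detection: resorufin fluorescence at 613 nm.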
SENP6 inh – blocks the human protease SENP6; Recombinant SENP6 catalytic domain, aminoluciferin luminescence; inhibition, % at 10 µM; Q9GZR1; AID 2599; 1.8% of 330,000 active;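 active means inhibition above about 50% at the single tested dose, limit read from the data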;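 further: plate controls were DMSO wells with enzyme for no effect and DMSO wells lacking enzyme for full effect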
SENP7 block – blocks the human protease SENP7 | Q9BQF6 | recombinant SENP7, Z-RLRGG-aminoluciferin luminescence, 40 min | inhibition, % at 5 µM | 1.5% of 330,000 active | AID 434973;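 active means inhibition above about 50% at the single test dose, limit read from the data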;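 further: plate controls were DMSO with enzyme for no effect and no enzyme buffer wells for full effect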
Target sequence (Q9BQF6 706-1050 limits assumed): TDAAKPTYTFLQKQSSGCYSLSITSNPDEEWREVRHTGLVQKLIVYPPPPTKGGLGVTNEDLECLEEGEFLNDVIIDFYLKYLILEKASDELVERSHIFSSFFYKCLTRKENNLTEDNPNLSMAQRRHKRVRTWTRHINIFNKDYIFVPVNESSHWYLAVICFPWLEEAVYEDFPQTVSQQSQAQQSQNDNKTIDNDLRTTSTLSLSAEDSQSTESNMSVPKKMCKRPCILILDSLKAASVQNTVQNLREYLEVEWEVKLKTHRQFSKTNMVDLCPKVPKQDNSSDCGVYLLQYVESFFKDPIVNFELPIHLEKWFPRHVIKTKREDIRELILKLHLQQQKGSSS
* marks the source's active call; other numbers are inactive results; / = not tested or not shown.

SMILES,SENP1 inh,Apaf-1 inh,SENP8 block-1,NLRP3 yeast inh,SENP8 block-2,PfGluPho inh,HKDC1 inhibitor,SENP6 inh,SENP7 block
Cc1onc(-c2c(Cl)cccc2Cl)c1C(=O)N=C(N)N1CCCC1,9.9,-9.9,-8.5,20.0,6.2,2.7,-2.6,-10.0,11.0
N#CCCN(C(=O)COC(=O)c1ccc2ccccc2n1)c1ccccc1,-1.2,1.5,4.1,-1.3,4.9,-9.2,-2.4,-12.5,6.5
O=C(COC(=O)/C=C/c1ccc(S(=O)(=O)N2CCOCC2)cc1)NCc1ccc2c(c1)OCO2,1.1,5.5,-2.1,18.2,-2.3,-6.0,-9.2,-4.5,4.9
CNc1c(NS(=O)(=O)c2cc(Cl)ccc2OC)c(=O)oc2ccccc12,1.5,0.6,-6.5,-3.2,6.6,1.0,3.5,-8.5,-3.2
CSc1ncc2c(n1)-c1cc(C)ccc1SC2,0.4,4.4,3.3,-18.6,-18.9,-0.5,5.1,-2.0,-1.3
CNc1nc(SC)nc(N(C#N)CC(=O)OC)n1,1.9,-1.1,-2.6,15.4,15.5,-26.8,0.0,11.5,-1.0
O=C(COc1ccc(Br)cc1Cl)NC(=S)N1CCc2ccccc21,-2.4,10.4,-4.4,21.6,4.7,-4.7,4.2,-9.3,4.1
CCSc1ccccc1C(=O)NCCCn1ccnc1,-0.1,0.6,-0.9,9.9,6.5,-6.9,-7.7,-16.4,-2.2
CCCN1CCC(NC(=O)C2CCN(C(C)=O)CC2)CC1,-3.6,-9.3,-11.1,14.3,3.9,-16.9,-2.8,28.4,1.0
COc1ccccc1N1CCN(C(=O)c2ccc(Cl)c(S(=O)(=O)N3CCCC3)c2)CC1,3.0,-8.0,-2.0,15.0,14.7,-6.5,1.2,-7.8,8.9
CCc1nnc(NC(=O)CSc2nc(-c3ccccc3)nc3ccccc23)s1,1.2,11.4,-8.7,16.0,15.7,-9.0,-9.0,-17.9,-8.5
CC(C)CCNC(=S)NC1CCCC1,-1.3,1.3,-8.4,-13.8,8.2,-20.7,-4.2,-2.1,-1.5
COc1ccccc1N(CCC#N)C(=O)COC(=O)CCC(=O)c1ccc(F)cc1,1.6,15.2,-4.0,18.6,-0.8,0.8,-2.5,6.2,-6.9
O=C(Nc1ccccc1OC(F)F)c1ccc(Br)o1,0.3,-4.0,-0.2,3.3,14.3,13.6,-4.8,-13.9,-4.4
Cc1nccn1CCCN1C(=O)OC2(CCCCC2)C1(C)O (stereo not given),-0.1,7.8,-11.5,1.6,18.1,-0.3,-3.9,7.7,-14.7
Cc1ccccc1Cn1c2ccccc2c2cn[nH]c(=O)c21,-3.1,20.3,-2.4,4.4,-0.9,15.1,-2.0,-8.0,2.8
CCOC(=O)C(C(=O)OCC)C1N=C(N)N=C2Oc3ccccc3N21 (stereo not given),0.8,-3.5,7.5,12.1,-177.6,-13.7,-2.5,25.6,-7.3
CN(C)c1ccc(C2CC(c3cccc(NS(C)(=O)=O)c3)=NN2C(=O)c2ccccc2)cc1 (stereo not given),-10.9,18.6,-6.7,-2.8,0.2,1.2,9.2,-25.7,-6.8
COc1ccc(OC)c(Nc2nc(N(C)c3ccccc3)nc(N)c2[N+](=O)[O-])c1,3.3,16.8,3.4,16.8,28.6,7.7,1.2,17.0,-2.8
O=C(CSc1ccncc1)Nc1ccc2ccccc2c1,-7.3,0.3,-3.6,13.7,5.3,5.6,5.6,9.6,14.2
COc1ccc(CNC(=O)C2CCN(S(=O)(=O)N3CCCC3)CC2)c(OC)c1,2.2,4.1,0.6,10.4,10.8,14.5,-5.9,-17.6,6.6
S=C(NCCc1ccccc1)N/N=C/c1cccs1,4.2,0.0,7.5,18.3,13.5,28.2,-13.1,-2.2,7.7
Cc1ccc(C)c(N2CN(Cc3cccnc3)CNC2=S)c1,1.0,2.1,-0.9,5.2,10.3,-9.4,-3.2,-23.5,-11.6
CC1CCCCN1CC(=O)c1c(N)n(Cc2ccccc2)c(=O)n(C)c1=O (stereo not given),-47.8,-11.8,7.0,8.8,-3.3,-1.6,3.8,7.2,-0.8
O=C(CSc1nc2c(sc3ccccc32)c(=O)n1Cc1ccccc1)NCC1CCCO1 (stereo not given),0.7,-2.0,-4.7,1.9,-9.8,1.9,0.4,-4.5,5.4
CCCCCCCCC(=O)N/N=C/c1cccc(Br)c1,0.6,-3.7,-2.5,5.2,21.3,81.5*,21.9,-12.7,4.6
O=C(Nc1ccc(F)cc1)C1CCCN(c2cnccn2)C1 (stereo not given),1.3,6.4,6.4,16.5,-296.7,1.4,-6.0,10.8,4.1
Cc1ccc(CNC(=O)C2CCCN(S(=O)(=O)N3CCC(C)CC3)C2)cc1 (stereo not given),-0.6,5.5,-6.7,-2.0,-1.8,7.3,-4.8,2.4,1.9
Cc1cccc(CSCc2ccc(C(=O)NCC3CCCO3)o2)c1 (stereo not given),0.8,-14.8,-5.7,0.6,20.1,-3.7,-1.1,-24.5,-4.3
COc1ccc(C2C(C(=O)N3CCOCC3)CCC(=O)N2c2ccc(OC)cc2)cc1 (stereo not given),0.3,0.4,17.2,3.2,9.3,-6.8,-5.2,-8.1,-4.0
NC(=O)CC(NC(=O)c1ccccc1)c1ccc(N2CCN(c3ccc(F)cc3)CC2)c([N+](=O)[O-])c1 (stereo not given),4.4,16.6,-0.6,12.5,19.1,-5.4,-2.9,-7.5,-2.4
COc1cc(-c2nnc(SCc3cc(=O)oc4cc(C)ccc34)o2)cc(OC)c1OC,-2.1,27.1,0.5,1.9,-86.8,-1.7,-5.3,0.0,7.2
COCC(=O)N1CCC2CC1c1cc(Cl)ccc12 (stereo not given),-1.6,/,/,/,3.2,1.6,-6.8,/,/
CC1=NN(C(N)=S)C(=O)C1N=Nc1ccc(S(N)(=O)=O)cc1 (stereo not given),2.3,-0.2,11.9,26.0,23.5,12.1,-14.9,50.9*,27.5
Cc1ccc(NCN2C(=O)c3ccccc3C2=O)c(C)c1,0.8,-10.3,-3.4,22.2,11.8,-10.3,-4.9,-0.6,4.4
O=C1c2ccccc2C(O)(c2ccccc2)N1c1ccncc1 (stereo not given),2.3,5.6,3.9,14.4,12.8,9.4,2.0,-1.6,5.8
COc1ccccc1C(=O)N1CCc2ccccc21,0.1,0.5,3.5,14.4,8.0,18.4,6.8,-1.4,-3.6
COc1ccc(C=O)cc1OS(=O)(=O)c1ccccc1[N+](=O)[O-],2.4,0.1,0.6,-9.2,9.5,21.3,-5.8,6.6,6.6
N#CC1=C(N)NC(SCc2ccccc2)=C(C#N)C12CCCC2,-15.0,12.2,-2.1,10.1,-61.4,22.1,12.9,15.0,11.0
O=C(CCNS(=O)(=O)c1ccccc1C(F)(F)F)NNC(=O)c1csc(N2CCOCC2)n1,4.1,4.0,-14.6,14.7,-0.3,8.1,-8.6,-11.8,12.7
Cc1cc(=O)[nH]c(SCC2COC3(CCCCC3)O2)n1 (stereo not given),-0.5,0.7,-3.3,22.6,15.3,8.9,-7.9,13.5,-0.4
CCOc1ccc(NC(=O)c2nn(C)cc2Br)cc1,1.1,-7.5,-4.6,18.8,1.7,-5.8,-5.6,23.5,20.5
CC(=O)Nc1ccc(-c2cc(C(=O)O)c3ccccc3n2)cc1,1.8,-18.9,1.8,4.0,-404.4,-19.6,-4.6,2.6,-2.3
COc1cccc(NC(=O)CN2CCC(C)CC2)c1,0.5,1.0,0.7,5.9,14.7,-14.2,-4.6,-6.7,9.0
CCN(CC)CCn1c2ccc(F)cc2c2nc(C)sc21,-0.3,-13.4,7.7,17.3,7.5,0.0,-12.1,3.5,5.7
COc1cc(NC(=O)c2ccc(C)cc2)c(OC)cc1NC(=O)CN1CCCCC1,-0.3,6.2,-4.2,21.4,-22.4,12.3,4.3,-9.7,-2.4
CCOC(=O)c1ccc(NC(=O)c2nc[nH]c2C(=O)NCCCCCNC(=O)OC(C)(C)C)cc1,-0.7,34.8,-5.9,16.4,10.0,3.5,-3.6,-2.3,-2.4
O=c1[nH]c2c(c(=O)[nH]1)OCN(Cc1ccccc1)C2,2.8,/,/,/,2.7,-2.3,-1.2,/,/
CC(=O)c1cccc(S(=O)(=O)NCCC(=O)NC2CCCCCC2)c1,1.0,0.5,6.5,21.7,3.8,-2.9,-6.2,2.0,6.1
COC(=O)c1c(NC(=O)c2ccc(Br)o2)sc(C)c1C,-1.9,4.5,-5.8,-1.0,-220.5,13.7,-5.6,-9.4,-4.5
Cc1nn(C(=O)Cn2cc([N+](=O)[O-])cn2)c(C)c1Cl,1.3,-13.4,-1.3,-5.5,31.6,-8.2,-5.2,7.9,-2.1
Oc1ccc(C(c2nnnn2C2CCCCC2)N2CCOCC2)cc1 (stereo not given),-3.6,-10.2,0.7,3.8,9.6,-8.3,-3.8,2.5,-6.0
COC(=O)Cn1cnc2c(oc3ccccc32)c1=O,0.8,5.6,-4.8,0.7,6.4,-14.6,-7.0,-1.5,8.8
CCCN1CCN(CCCNC(=O)c2ccc3c(Cl)c4c(nc3c2)CCCC4)CC1,0.6,22.8,-15.7,14.1,19.9,13.7,-6.0,7.0,1.1
Cc1ccc(C)c(N2CCN(C(=O)Cc3ccc(NC4=NC5CS(=O)(=O)CC5S4)cc3)CC2)c1 (stereo not given),4.2,6.6,-7.8,7.7,6.1,2.3,-3.0,-6.4,-11.4
CC(/C=C/c1ccc2c(c1)OCO2)=N\NC(=O)c1ccccc1,-2.1,1.9,-9.6,16.2,-78.0,12.5,-5.1,-34.9,-6.7
O=C1C(=Cc2cccn2-c2ccc(O)cc2)C(=O)c2ccccc21,57.7,-31.8,5.1,26.4,27.9*,-16.2,3.9,6.3,2.5
COc1cccc(C(=O)NCC(=O)OC(C)C(=O)NC23CC4CC(CC(C4)C2)C3)c1 (stereo not given),-2.1,3.4,-14.0,-9.3,11.3,-14.2,3.7,-11.3,-7.3
